Screens deposited in PubChem BioAssay by National Center for Advancing Translational Sciences (NCATS).
TDP1 cell noCPT – qHTS for Inhibitors of human tyrosyl-DNA phosphodiesterase 1 (TDP1): qHTS in cells in absence of CPT | Potency, µM (top dose mostly 46.2 µM), inactives show at the highest dose activity change, negative = growth inhibition, hits mostly inhibitors | AID 686978, 2013 | 420,000 compounds, 15% hits | DT40 Tdp1-/- hTDP1 cells, no CPT, ATP luminescence, 48 h; note: nearly all actives have a fitted effect of over 55% in size
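Stably hTDP1-transfected Tdp1-null chicken DT40 cells were treated with library compounds minus camptothecin and grown for at least 48 hr at 37 °C, after which cellular ATP was quantified by luminescence.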
TDP1 block – qHTS Assay for Inhibitors of Tyrosyl-DNA Phosphodiesterase (TDP1); Potency, µM (series often up to 130 µM), for inactives: at the top dose activity change, negative = inhibition, hits mostly inhibitors; recombinant TDP1, AlphaScreen DNA substrate cleavage; 350,000 compounds, 0.28% hits; Tyrosyl-DNA phosphodiesterase 1 (Homo sapiens), Q9NUW8; AID 485290, 2010; note: nearly all actives have a fitted effect of over 40% in size
Target sequence (Q9NUW8 whole entry, looked up): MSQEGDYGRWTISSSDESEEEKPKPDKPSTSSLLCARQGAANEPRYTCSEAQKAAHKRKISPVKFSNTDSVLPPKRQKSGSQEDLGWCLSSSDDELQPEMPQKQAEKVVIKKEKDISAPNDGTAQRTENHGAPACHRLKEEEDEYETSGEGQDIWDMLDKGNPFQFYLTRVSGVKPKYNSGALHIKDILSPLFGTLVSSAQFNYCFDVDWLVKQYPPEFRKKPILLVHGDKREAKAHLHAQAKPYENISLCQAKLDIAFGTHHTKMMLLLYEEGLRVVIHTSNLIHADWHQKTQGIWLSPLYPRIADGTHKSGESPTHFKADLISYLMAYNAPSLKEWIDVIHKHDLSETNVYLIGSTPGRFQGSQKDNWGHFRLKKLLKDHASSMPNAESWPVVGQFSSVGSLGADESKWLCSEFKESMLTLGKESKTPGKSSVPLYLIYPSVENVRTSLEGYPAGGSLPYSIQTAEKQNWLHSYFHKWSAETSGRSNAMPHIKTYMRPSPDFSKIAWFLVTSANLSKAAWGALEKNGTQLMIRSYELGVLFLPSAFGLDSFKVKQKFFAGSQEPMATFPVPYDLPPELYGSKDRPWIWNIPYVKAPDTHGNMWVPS
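Here, a 5' biotin and 3' phosphotyrosine-FITC DNA oligonucleotide reports Tdp1 activity: intact substrate bridges AlphaScreen beads, while cleavage leaves a 3' phosphate and drops signal. All incubations at room temperature.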
TDP1 cell CPT – qHTS for Inhibitors of human tyrosyl-DNA phosphodiesterase 1 (TDP1): qHTS in cells in presence of CPT. 420,000 compounds, 12% hits. AID 686979, 2013. chicken DT40 Tdp1-/-;hTDP1 cells + 20 nM CPT, ATP luminescence, 48 h. Potency, µM (series often up to 46.2 µM), inactives show at the top dose activity change, negative = growth inhibition, hits mostly inhibitors; note: nearly all actives have a fitted effect of over 55% in size
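Chicken DT40 Tdp1-/- cells complemented with human TDP1, 400 cells/well, exposed to compounds plus 20 nM camptothecin for at least 48 h at 37 C; viability read as ATP content by CellTiter-Glo luminescence.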
* hit, by the source's call; ? = inconclusive; . = no result given; & = joins results of further samples; [ ] = another dose, or the depositor's remark. Calls come from the whole dose curve; as a rule, active = well fitted curve in the direction sought with a large enough effect; inconclusive = small, poorly fitted or top-dose-only effect, or another doubt; inactive = no such curve, though single readings can be large; an effect the other way counts as inactive or inconclusive. % is set by controls: 0 for no effect and ±100 for the full control effect; potency is the fitted concentration of half-maximal effect.

SMILES | TDP1 cell noCPT | TDP1 block | TDP1 cell CPT
CC(=O)OCC(=O)Nc1ccccc1C | -0.2% | 0.0% | -25.6%
COc1cc(/C=C/C(=O)OCC(=O)N2CCc3ccccc32)cc(OC)c1OC | ? | . | ?
Cc1cc(C(=O)N2CCCC(C)(C(=O)NS(=O)(=O)C3CC3)C2)nn1C(C)(C)C (stereo not drawn) | 2.91µM* | . | ?
Cc1nc(SCc2ccccc2)c2oc3ccccc3c2n1 | ? | 4.2% | ?
CCO[C@@H]1OC(C(=O)N2CCN(Cc3ccccc3)CC2)=C[C@H](c2csc3ccccc23)[C@H]1CCCO | 29.1µM* | 2.6% | 13µM*
O=C(c1ccc(Cn2c(=O)[nH]c3ccccc3c2=O)cc1)N1CCN(c2ccc(F)cc2)CC1 | ? | 7.8% | ?
CCOC(=O)C1CCCN(C(=O)c2ccc3c(c2)C(C)(C)CCC3(C)C)CC1 (stereo not drawn) | 6.51µM* | . | 8.2µM*
CCNc1ccc(C(=O)NN=C2CCCC2)cc1[N+](=O)[O-] | -15.6% | 5.9% | 17.1%
Cc1ccc2c(c1)c1c(c(=O)n(-c3cccc(Cl)c3)c(=O)n1CC(=O)NCC1CCCO1)n2C (stereo not drawn) | -20.5% | 2.8% | -22.3%
COc1ccccc1CNC(=O)CCc1c(C)c2cc3c(C)coc3cc2oc1=O | ? | 7.4% | ?
Cc1[nH]n(-c2ccccc2)c(=O)c1/C=N\NC(=O)C1COc2ccccc2O1 (stereo not drawn) | 5.17µM* | 10.5% | 3.26µM*
N#CCCN(C(=O)CSc1nc(-c2ccccc2)cn1N)c1ccc(F)cc1 | -16.7% | -4.0% | -0.2%
COC(=O)Nc1nc2c(C)cccc2s1 | -10.0% | 4.4% | -29.2%
CC1CCCCC1NC(=O)CN1C(=O)COc2ccccc21 (stereo not drawn) | 10.7% | -1.0% | 5.9%
Cc1ccc2c(c1)-c1c(cnn1CC(=O)N1CCN(c3cccc(C(F)(F)F)c3)CC1)CO2 | ? | 2.0% | ?
O=C(NC1CCCc2c1cnn2-c1cc(F)cc(F)c1)c1ccccn1 (stereo not drawn) | -21.0% | . | ?
COc1ccc(OC)c(NC(=O)CSc2nc3c(c(=O)n(C)c(=O)n3C)n2C)c1 | -7.1% | 0.0% | -26.4%
CCOC(=O)N1CCN(S(=O)(=O)c2ccc(C)cc2)CC1 | -15.5% | 4.1% | -7.0%
COc1ccc2c(C)cc(SCC(=O)Nc3ccc(Cl)cn3)nc2c1 | ? | 2.2% | ?
CCOC(=O)C1CCN(C(=O)c2ccc3c(SCC(=O)O)c4c(nc3c2)CCCC4)CC1 | -11.9% | 0.0% | 1.1%
NCCc1nc2cccnc2n1-c1ccccc1 | -5.1% | 3.8% | -15.9%
CCC(C(=O)OC)(C(=O)OC)c1ccc([N+](=O)[O-])cc1 | -0.5% | -2.5% | -0.8%
COCCn1nnnc1C(C(C)C)N(Cc1ccccc1)Cc1cc2cc(OC)ccc2[nH]c1=O (stereo not drawn) | 16.4µM* | 4.7% | ?
COc1ccc(CN2CCC[C@]3(N[C@H](c4ccccc4)[C@@H]4C(=O)N(Cc5ccccc5)C(=O)[C@@H]43)C2=O)cc1 | 18.4µM* | . | ?
CC[C@@H](C)[C@@H](C(=O)N1CCN(C(=O)OC(C)(C)C)CC1)n1cc(CCC(=O)O)nn1 | -0.1% | 1.2% | -1.7%
Next part
SMILES | TDP1 cell noCPT | TDP1 block | TDP1 cell CPT
COc1ccc(C(=O)NCc2cn3ccc(C)cc3n2)cc1 | -3.9% | 11.4% | -3.9%
O=C(NCCO)/C(=C\c1ccco1)NC(=O)c1ccco1 | -4.0% | 4.5% | -4.4%
Cc1nn(-c2ccccc2)c2sc(C(=O)N3CCOCC3)cc12 | -0.2% | -2.5% | -22.4%
CC(=O)c1ccc(NC(=O)Cn2nc(C(F)(F)F)c3c2CCC3)cc1 | -24.0% | 0.0% | -17.4%
CCc1nnc(NC(=O)c2sc3nc4c(cc3c2N)CCCCC4)s1 | ? | 0.0% | ?
Cc1ccc(C)c(OCC(=O)Nc2ccc3c(c2)OCO3)c1C | 18.4µM* | 1.1% | ?
COc1cccc(NC(=O)C2CCC(CNS(=O)(=O)c3cccc4cccnc34)CC2)c1 (stereo not drawn) | ? | . | 6.4%
COCCCn1c(=O)c2sccc2n(Cc2ccccc2C)c1=O | ? | 5.1% | ?
COC(=O)c1ccc(CNC(=O)c2cc(S(=O)(=O)NCc3ccccc3)ccc2C)cc1 | ? | . | ?
Cc1cc(NC(=O)c2ccc(-c3ccccc3F)o2)no1 | 18.4µM* | 6.3% | ?
CN(CC(=O)Nc1ccccc1Cl)C(=O)COC(=O)c1ccc(C(F)(F)F)cc1 | -8.0% | 0.0% | -17.4%
CC1CCCCC1NC(=O)Cn1c(CN2CCCCC2)nc2ccccc2c1=O (stereo not drawn) | -11.4% | 4.1% | -21.2%
CCc1c(C)sc(NC(=O)c2ccco2)c1C(=O)N1CCOCC1 | -4.2% | 6.8% | -3.9%
COC(C(=O)N/N=C(\C)CC(=O)Nc1ccc(Cl)cc1C)c1ccccc1 (stereo not drawn) | -21.0% | 3.7% | 12.8%
COc1ccc(NC(=O)COC(=O)CCCN2C(=O)c3ccccc3C2=O)cc1Cl | 8.9% | 0.6% | -3.8%
Cc1ccc(C2(C)NC(=O)N(CC(=O)NCCN3C(=O)S/C(=C\c4cccnc4)C3=O)C2=O)cc1 (stereo not drawn) | -25.2% | . | ?
CNS(=O)(=O)c1ccc2c(c1)NC(=O)C1CCCN21 (stereo not drawn) | -2.3% | -2.3% | 0.4%
COC(=O)c1cc(NC(=O)Cn2ncc3c([nH]c4ccccc43)c2=O)cc(C(=O)OC)c1 | 1.4% | 0.0% | 7.8%
O=C(CSc1nc2ccsc2c(=O)n1-c1ccc(Br)cc1)NCc1ccc(Cl)cc1 | ? | 2.8% | ?
CC(C)(C)c1nnc(N/N=C/c2ccccc2)n(N)c1=O | ? | 5.5% | -0.7%
O=C(c1cc(-c2ccc(Br)cc2)on1)N1CCCC1 | -2.0% | 1.7% | 5.2%
COc1ccc(C2C(CC(=O)O)=C(Nc3ccccc3)C(=O)N2c2ccccc2)cc1 (stereo not drawn) | -14.1% | 1.1% | -19.9%
CC(=O)Nc1ccc(NC(=O)COc2cc(C)cc3oc(=O)cc(C)c23)cc1 | 6.7% | 2.3% | -10.6%
CCOc1ccc(CCNC(=O)C2CC(=O)N(Cc3ccc(C)cc3)C2)cc1OCC (stereo not drawn) | -2.7% | 0.0% | -1.5%
Cc1ccc(NC(=O)CSc2nnc(CCC(=O)O)c(=O)[nH]2)cc1 | -17.0% | 8.4% | -0.4%
Later entries
SMILES | TDP1 cell noCPT | TDP1 block | TDP1 cell CPT
C[C@@H]1CN([C@@H](C)CO)C(=O)CCCn2nncc2CO[C@@H]1CN(C)C(=O)Nc1ccc(-c2cccs2)cc1 | ? | . | -17.9%
COc1ccc(CCNC(=O)C(=O)NCC2OCCN2S(=O)(=O)c2ccc(OC)cc2)cc1 (stereo not drawn) | -20.2% | . | -11.3%
Cc1cccc2[nH]c(SCC(=O)N3CCOCC3)nc12 | 17.6% | -3.5% | 4.4%
Cc1cccc(C)c1Cn1c(C)c(C(=O)NCCC#N)sc1=O | -4.8% | . | -6.2%
CN(CC(=O)Nc1c(Cl)cccc1Cl)C(=O)Cn1[nH]c(=O)c2ccccc2c1=O | -23.7% | -0.1% | ?
CCn1nnnc1NCc1cccn1C | -15.2% | 4.8% | -3.8%
CC(NC(=O)COc1cccnc1[N+](=O)[O-])c1ccc(F)cc1 (stereo not drawn) | -14.5% | 1.7% | -3.2%
CS(=O)(=O)Nc1ccc(-c2cc(/C=C3\SC(N)=NC3=O)c[nH]c2=O)cc1 | -10.1% | . | -12.9%
COC(=O)c1cccc(NC(=O)CCNC(=O)c2ccco2)c1 | -29.6% | 1.1%[0.0935 µM] | 10.3%
Cc1ccc(SCc2nnc(N)s2)cc1 | -29.2% | 2.5% | -7.1%
COc1ccc(NS(=O)(=O)c2cc3c4c(c2)CCN4C(=O)CC3)c(OC)c1 | -20.9% | -3.3% | -15.7%
CCc1cccc(CC)c1NC(=O)c1ccccc1 | -11.1% | -2.6% | 5.8%
O=C(NCC1CCCO1)c1ccc(CS(=O)(=O)Cc2ccc(F)cc2)o1 (stereo not drawn) | -12.3% | 0.0% | -7.0%
CC(=O)c1ccc(S(=O)(=O)Nc2ccc(N3CCOCC3)cc2)cc1 | -17.7% | -0.3% | -2.4%
CCCCSc1nc(N)c(NC(=O)c2ccco2)c(=O)[nH]1 | -5.6% | 1.0% | 9.0%
COC(=O)c1ccccc1NC(=O)c1cc(CN2CCCC2)on1 | -5.2% | 9.7% | -1.8%
CC(C)(C)S(=O)(=O)c1cnc2c(-c3ccc(Cl)cc3)cnn2c1N | ? | 2.1% | -24.7%
O=C(NC(=S)Nc1nc(-c2ccccc2)cs1)c1cncc(Br)c1 | -10.4% | 6.0% | -10.2%
O=C(Nc1cccc(Cl)c1)N1Cc2ccccc2Oc2ncccc21 | ? | 0.0% | -9.3%
CCOc1ccc(NC(=O)CN2CCN(CC(=O)Nc3ccccc3OCC)CC2)cc1 | 20.6µM* | -2.7% | 16.4µM*
O=C(CNC(=O)c1ccc(Br)o1)NCc1ccc(Cl)cc1 | -8.9% | 5.7% | ?
COC(C[C@@H](O)C[C@@H](O)[C@H](C)OCc1ccccc1)OC | -4.6% | . | 12.1%
Cc1ccccc1Nc1nnc(SCC(=O)N(C)C2CCS(=O)(=O)C2)s1 (stereo not drawn) | -5.3% | 1.1% | 17.3%
COC(=O)CSc1nc(N2CCOCC2)c2c(c1C#N)CCCC2 | -19.7% | . | ?
COc1ccc(Nc2nc3ccccc3n3cnnc23)cc1Cl | -23.8% | . | ?

Brought forward from above: 6 entries, followed by the next part.
SMILES | TDP1 cell noCPT | TDP1 block | TDP1 cell CPT
CCOc1ccc(NC(=O)CN2CCN(CC(=O)Nc3ccccc3OCC)CC2)cc1 | 20.6µM* | -2.7% | 16.4µM*
O=C(CNC(=O)c1ccc(Br)o1)NCc1ccc(Cl)cc1 | -8.9% | 5.7% | ?
COC(C[C@@H](O)C[C@@H](O)[C@H](C)OCc1ccccc1)OC | -4.6% | . | 12.1%
Cc1ccccc1Nc1nnc(SCC(=O)N(C)C2CCS(=O)(=O)C2)s1 (stereo not drawn) | -5.3% | 1.1% | 17.3%
COC(=O)CSc1nc(N2CCOCC2)c2c(c1C#N)CCCC2 | -19.7% | . | ?
COc1ccc(Nc2nc3ccccc3n3cnnc23)cc1Cl | -23.8% | . | ?
CCCS(=O)(=O)NC(=O)C1(C)CCCN(C(=O)c2cc(OC)ccc2Br)C1 (stereo not drawn) | -2.0% | . | -4.4%
CCOC(=O)Nc1ccc2c(c1)N(C(=O)N(CC)CC)c1ccccc1CC2 | ? | 2.6% | ?
FC(F)(F)c1ccccc1C1=CC(c2ccccc2)n2ncnc2N1 (stereo not drawn) | 0.7% | . | 1.4%
COc1ccc2oc(C(=O)c3ccccc3)c(NC(=O)CN3CCN(C)CC3)c2c1 | -5.9% | 6.0% | -6.2%
Cc1cccc(CC(=O)NC2CC(=O)N(c3ccc4c(c3)OCCO4)C2)c1 (stereo not drawn) | -15.4% | -5.2% | -15.0%
O=C(c1ccc(N2C(=O)CCC2=O)cc1)N1CCCSC1=Nc1ccccc1 | ? | . | -7.7%
CCc1cccc2c(C(=O)C(NCCOC)c3ccccc3)c[nH]c12 (stereo not drawn) | 11.6µM* | -0.3% | ?
CCOc1ccccc1OCC(=O)Nc1ccc(S(=O)(=O)N(C)C)cc1 | -15.0% | 4.2% | -12.7%
CN(c1ccccc1)c1nc(C#N)nc(N2CCOCC2)n1 | 10µM* | 0.9% | 12.6µM*
O=NN(C(=O)NC1CCC(C(=O)O)CC1)C1CCC(C(=O)O)CC1 (stereo not drawn) | -7.9% | . | 10.8%
C=CCN1C(=O)/C(=C/c2ccc(OC(C)=O)c(OCC)c2[N+](=O)[O-])SC1=S | ? | -1.2% | ?
CC1CCCC(C)N1/N=C/c1ccccc1OC(F)F (stereo not drawn) | -23.5% | 5.9% | -4.7%
COCCNC(=O)CCCN1C(=O)c2ccccc2Sc2ncccc21 | 1.3%&-18.5% | 0.0% | -8.7%&4.1%
c1ccc(-c2cc3nc(NCc4ccc5c(c4)OCO5)ccn3n2)cc1 | ? | . | ?
C=C(C)C1CC=C(C)/C(=N\NC(=O)CCc2ccccc2)C1 (stereo not drawn) | ? | 0.0% | -26.1%
COc1ccc(Nc2cc(C)nc3ccccc23)cc1 | 18.4µM* | 3.1% | ?
